# FLuc modulator – qHTS profiling assay for firefly luciferase inhibitor/activator using purifed enzyme and Km concentrations of substrates (counterscreen for miR-21 project); Luciferin 4-monooxygenase (Photinus pyralis), P08659; purified FLuc, Km substrates, luminescence inhibition; Potency, µM (series often up to 57.5 µM), for the others: at the top dose activity change, negative = inhibition, most hits filed as inhibitors; hit rate 6.9% among 360,000; AID 588342, 2011; active = well fitted inhibition curve with a large enough effect; inconclusive = small, poorly fitted or top-dose-only effect;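 note: plate controls were vehicle for no effect and reference inhibitor for full effect; nearly all actives have a fitted effect of over 55% in size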
# Target sequence (P08659 whole entry, looked up): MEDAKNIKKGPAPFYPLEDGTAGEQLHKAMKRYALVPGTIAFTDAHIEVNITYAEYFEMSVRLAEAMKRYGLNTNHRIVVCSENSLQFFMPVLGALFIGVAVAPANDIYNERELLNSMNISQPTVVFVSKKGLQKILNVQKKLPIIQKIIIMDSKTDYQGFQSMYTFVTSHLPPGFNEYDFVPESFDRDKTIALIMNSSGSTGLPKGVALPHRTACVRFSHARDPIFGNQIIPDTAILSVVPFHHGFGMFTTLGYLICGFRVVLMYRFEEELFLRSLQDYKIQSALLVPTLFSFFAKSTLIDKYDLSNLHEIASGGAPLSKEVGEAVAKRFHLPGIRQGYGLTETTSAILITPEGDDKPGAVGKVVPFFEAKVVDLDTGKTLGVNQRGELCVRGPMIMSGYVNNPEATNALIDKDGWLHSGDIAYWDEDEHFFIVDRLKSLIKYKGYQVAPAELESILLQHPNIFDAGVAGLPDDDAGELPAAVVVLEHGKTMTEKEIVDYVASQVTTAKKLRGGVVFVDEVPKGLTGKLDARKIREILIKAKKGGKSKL
#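 Purified P. pyralis luciferase, 10 nM final, with Km-level 10 uM D-luciferin and 10 uM ATP in 50 mM Tris acetate pH 7.5, 10 mM Mg acetate, 0.01% Tween-20, 0.05% BSA; 6-point qHTS titration about 60 µM downward; luminescence read.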
# Active calls of the source: *; u = inconclusive. Potency is the fitted concentration of half-maximal effect. The list is partial. The share of hits here may be higher or lower than overall.
# Preview, 2 compounds:
SMILES,FLuc modulator
CC(C)NC(=O)c1ccc2c(c1)N(Cc1cccc(Cl)c1)C(=O)c1ccccc1S2=O (configuration not stated),6%
CC1=C(c2ccc(C)c(C)c2)S(=O)(=O)N=C1N1CCC(C(=O)NCc2ccccc2C)CC1,-1%

# All compounds of this part, repeating the preview:
SMILES,FLuc modulator
CC(C)NC(=O)c1ccc2c(c1)N(Cc1cccc(Cl)c1)C(=O)c1ccccc1S2=O (configuration not stated),6%
CC1=C(c2ccc(C)c(C)c2)S(=O)(=O)N=C1N1CCC(C(=O)NCc2ccccc2C)CC1,-1%
CCOC(=O)c1ccc(NC(=O)c2csnn2)cc1,u
CCOC(=O)c1cc(-c2ccccc2)n(-c2cccc(C(=O)N(C)c3ccc(C)cc3)c2)c1C,-16%
CC1CCN(c2oc(-c3ccc(COc4ccccc4)o3)nc2C#N)CC1,1%
CCOc1ccc(CNC(=O)Cn2ccc3cc(S(=O)(=O)N4CCCCC4)ccc32)cc1,-4%
Cc1ccc2nc3c(cc(C#N)c(=O)n3-c3nnc(SCc4ccccc4Cl)s3)c(=O)n2c1,2%
Cc1cc(C)n2nc(CNS(=O)(=O)c3cccc(Cl)c3)nc2n1,-4%
Cc1nc2sc(C(=O)N(C)c3ccccc3)c(NC(=O)c3ccccc3Cl)c2c(C)c1C,2%
CCCCc1nn2c(=O)cc(COC(=O)c3cccc(NC(=O)c4cccc(Cl)c4)c3)nc2s1,0%
Cc1ccc2oc(=O)n(CCCOc3ccc(Cl)cc3)c2c1,-13%
O=C(COCc1cc(-c2ccco2)on1)Nc1cc(Cl)ccc1O,u
Cc1coc2cc3oc(=O)c(CC(=O)NCCc4ccccc4)c(C)c3cc12,3%
CC(C)(C)C1CCc2c(sc(NC(=O)c3cc(-c4ccc(F)cc4)on3)c2C#N)C1 (configuration not stated),-15%
CCn1c(=O)c2sccc2n2c(CCCC(=O)Nc3ccc(C)cc3)nnc12,-2%
O=C(NCCc1nc2ccccc2n1Cc1ccc(F)cc1)c1ccco1,-7%
COc1ccc(C)cc1NC(=O)c1oc2ccc(S(=O)(=O)N(C)C3CCCCC3)cc2c1C,0%
COc1ccc(-c2csc(-c3c(N)c(C(=O)c4ccc(OC)c(OC)c4)n4ccccc34)n2)cc1,-7%
Cc1ccc(S(=O)(=O)c2nc(-c3ccco3)oc2SCC(=O)c2ccc(Cl)cc2)cc1,3%
Cc1ccc(NC(=O)c2cnn(-c3ccc(C)c(C)c3)c2C2CCN(C(=O)OC(C)(C)C)CC2)c(C)c1,2%
Cc1ccc2occ(CC(=O)N(Cc3ccccc3Cl)C3CCS(=O)(=O)C3)c2c1 (configuration not stated),0%
COc1ccc(N(C(=O)c2ccc(C(C)(C)C)cc2)S(=O)(=O)c2ccc(Cl)cc2)cc1,1%
CCN1CCN(C(=O)c2ccc3c(c2)N(Cc2cccc(Cl)c2)C(=O)c2ccccc2S3=O)CC1 (configuration not stated),-2%
CCC(CC)C(=O)Nc1ccc(OCc2cc(=O)n3ccc(C)cc3n2)cc1,-2%

# Fetched one by one from above (three):
SMILES,FLuc modulator
Cc1ccc(S(=O)(=O)c2nc(-c3ccco3)oc2SCC(=O)c2ccc(Cl)cc2)cc1,3%
Cc1ccc(NC(=O)c2cnn(-c3ccc(C)c(C)c3)c2C2CCN(C(=O)OC(C)(C)C)CC2)c(C)c1,2%
CCn1c(=O)c2sccc2n2c(CCCC(=O)Nc3ccc(C)cc3)nnc12,-2%

# Next entries follow:
SMILES,FLuc modulator
CCOc1cccc2cc(-c3nc4sc5c(c4c(=O)[nH]3)CCC(C)C5)c(=O)oc12 (configuration not stated),u
COc1ccc(Nc2ccc3cc(S(=O)(=O)N4CCCC4)ccc3n2)cc1OC,-3%
CC(C)Sc1ncc(Cl)c(C(=O)Nc2ccc(S(=O)(=O)N(C)c3ccccc3)cc2)n1,2%
COc1ccc(OC)c(NC(=O)Cn2cnc3onc(-c4ccc(Cl)cc4)c3c2=O)c1,-9%
COc1ccc(CN(C(=O)Nc2cccc(OC)c2)C2CCN(C(C)=O)CC2)cc1,-4%
Cc1ccc(NS(=O)(=O)c2cc3[nH]c(=O)c(=O)[nH]c3cc2C)cc1Cl,-17%
COc1ccc(-c2n[nH]c3c2C(c2ccc(O)cc2)N(c2ccc(Br)cc2)C3=O)cc1 (configuration not stated),-9%
CCCn1c2ccccc2c2cnn(CC(=O)NCC3CCN(Cc4ccc(F)cc4)CC3)c(=O)c21,u
O=C(Nc1ccc2nc(SCC(=O)N3CCCc4ccccc43)sc2c1)c1ccc(Cl)cc1,-16%
CCN(CC)C(=O)c1sc2c(c1C)c(=O)n(-c1ccc(C)c(C)c1)c(=O)n2Cc1cccc(Cl)c1,-1%
CCC(=O)Nc1cccc(OCc2cc(=O)n3cc(C)ccc3n2)c1,u
Cc1ccc2ncc(C(=O)NC(C)c3ccccc3)c(=O)n2c1 (configuration not stated),4%

# Some of these compounds in order of SMILES length, ascending.
SMILES,FLuc modulator
CCC(=O)Nc1cccc(OCc2cc(=O)n3cc(C)ccc3n2)c1,u
Cc1ccc(NS(=O)(=O)c2cc3[nH]c(=O)c(=O)[nH]c3cc2C)cc1Cl,-17%
COc1ccc(OC)c(NC(=O)Cn2cnc3onc(-c4ccc(Cl)cc4)c3c2=O)c1,-9%
O=C(Nc1ccc2nc(SCC(=O)N3CCCc4ccccc43)sc2c1)c1ccc(Cl)cc1,-16%
CCOc1cccc2cc(-c3nc4sc5c(c4c(=O)[nH]3)CCC(C)C5)c(=O)oc12 (configuration not stated),u
COc1ccc(-c2n[nH]c3c2C(c2ccc(O)cc2)N(c2ccc(Br)cc2)C3=O)cc1 (configuration not stated),-9%
CCN(CC)C(=O)c1sc2c(c1C)c(=O)n(-c1ccc(C)c(C)c1)c(=O)n2Cc1cccc(Cl)c1,-1%

# The list goes on.
SMILES,FLuc modulator
COc1cc(Cl)c(C)cc1NC(=O)c1cnc(N2CCOCC2)c2ccccc12,-15%
O=C(CN1C(=O)C(c2ccc(F)cc2)=NC12CCCCCC2)Nc1ccccc1Cl,4%
CSc1ccccc1-c1nnc(NC(=O)c2ccc3c(c2)OCCO3)o1,u
Cc1c2cnn(CC(=O)NCc3ccc(F)cc3)c(=O)c2c(C)n1Cc1ccccc1Cl,2%
COc1ccc(CNC(=O)CCc2c(C)c3cc4c(C)coc4c(C)c3oc2=O)cc1OC,-6%
Cc1cc(C)cc(NC(=O)Nc2cccs2)c1,9.5µM*
CCc1ccccc1NC(=O)CCn1cccn1,0%
CCOC(=O)c1c(-c2ccccc2)csc1NC(=O)c1nc(S(=O)(=O)CC)ncc1Cl,-20%
Nc1cccc(-c2cn3ccsc3n2)c1,21µM*
CCCCNC(=O)CSc1nc2cc3c(cc2c(=O)n1CCCCCC(=O)NCc1ccc(OC)cc1)OCO3,3%
Cc1ccc(NS(=O)(=O)c2ccc3c(c2)CC(C)N3C(=O)C2CCC2)cc1Cl (configuration not stated),u
CCOC(=O)c1ccc(NC(=O)c2cc(=O)c3cc(CC)ccc3o2)cc1,1%
Cc1cc(C)n(C(C)CC(=O)Nc2cccc(C(F)(F)F)c2)n1 (configuration not stated),-6%
O=C1CC(c2nc3ccccc3n2Cc2c(F)cccc2Cl)CN1c1cccc(C(F)(F)F)c1 (configuration not stated),-2%
CCC(=O)N1CCCc2cc(S(=O)(=O)N3CCC(C(=O)NC4CCC(C)CC4)CC3)ccc21 (configuration not stated),-3%
COc1ccc(NC(=O)CSc2nc3ccccc3n2CC(=O)N2CCCCC2C)cc1 (configuration not stated),-2%
Cc1ccc(-n2ncc3c(NCCCN4CCOCC4)ncnc32)cc1,u
CCOC(=O)c1ccc(N2CCN(c3cc(Cl)ccc3C)CC2)c(NC(=O)Nc2cccc(OC)c2)c1,6%
O=C(CSc1ncc2c(n1)-c1ccccc1N(Cc1ccc(F)cc1)S2(=O)=O)NCc1ccccc1,2%
O=C1c2[nH]nc(-c3ccccc3O)c2C(c2ccc(Cl)cc2)N1CCc1ccccc1 (configuration not stated),-5%
COc1ccc(CCNC(=O)c2cc(=O)c3cc(C)c(C)cc3o2)cc1OC,-1%
Cc1ccc(CNC(=O)C2CCN(S(=O)(=O)c3cn(C)cn3)CC2)cc1,-4%
COc1ccc(C)cc1S(=O)(=O)NCC(c1cccs1)S(=O)(=O)c1ccc(C)cc1 (configuration not stated),-4%
Cc1oc2ncnc(N3CCOCC3)c2c1C(=O)NCCc1ccccc1,-1%
Cc1ccc(NC(=O)CN2CCCN(Cc3ccccc3Cl)S2(=O)=O)c(C)c1,-14%
O=C(Cn1c(=O)n2nc(-c3cccc(F)c3)nc2c2ccccc21)N1CCN(c2ccccc2F)CC1,4%
Cc1ccc(NC(=O)c2nc(S(C)(=O)=O)ncc2N(Cc2ccco2)Cc2ccco2)cc1,-3%
CCN(CC)c1sc(S(=O)(=O)c2ccccc2)nc1S(=O)(=O)c1ccc(C)cc1,-2%
CC(C)(C)NC(=O)N1CCC(C(=O)O)CC1,0%
Cc1cc(C)c(S(=O)(=O)NCC(c2ccco2)N2CCN(c3ccccc3)CC2)c(C)c1 (configuration not stated),-2%
Cc1cc(C)c2c(-n3cccc3)c(C(=O)NCCc3ccc(Cl)cc3)sc2n1,-1%
Cc1ccc(C)c(N2CCN(C(=O)c3cc4c(=O)n(Cc5cccs5)ccc4nc3C)CC2)c1,-2%
CCCCN(C)S(=O)(=O)c1cc(-c2cc(C)no2)ccc1C,-17%
Cc1ccc(S(=O)(=O)c2nc(-c3ccco3)oc2SC(C)c2ccccc2)cc1 (configuration not stated),-10%
O=c1c(=O)n(-c2ccccc2)ccn1Cc1c(F)cccc1Cl,1%
COc1ccc(Nc2nc3ccccc3n3c(N)nnc23)cc1,9.5µM*
COc1ccc(C2CC(=O)c3cc(-c4nc(-c5cccc(Cl)c5)cs4)c(=O)[nH]c3C2)cc1OC (configuration not stated),8%
COc1ccc(-c2nc3ccccc3n3c(-c4ccccc4)c4c(=O)n(C)c(=O)n(C)c4c23)cc1,3%
COc1cccc(N2C(=O)C(CC(=O)Nc3ccc(F)cc3)N(CCC3=CCCCC3)C2=O)c1 (configuration not stated),-13%
COc1ccc(OC)c(S(=O)(=O)NCC(c2cccs2)S(=O)(=O)c2ccc(F)cc2)c1 (configuration not stated),5%
CCOC(=O)C1CCC(CN(Cc2ccc(Cl)cc2)S(=O)(=O)c2ccc(Br)cc2)CC1 (configuration not stated),3%
CC(CNC(=O)c1ccc(CSc2nc3ccncc3n2Cc2ccccc2)cc1)c1ccccc1 (configuration not stated),-2%
CCOc1ccc(C(=O)Nc2cccc(NC(=O)c3ccc(Cl)cc3Cl)c2)cc1,-25%
COc1ccc(OC)c(CNC(=O)Cn2nc(C)c3c(C)n(-c4ccccc4)nc3c2=O)c1,-3%
Cc1ccc(Cn2cc(S(=O)(=O)c3ccccc3)c(=O)c3cc(F)c(N4CCOCC4)cc32)cc1,0%
O=c1cc2nc(-c3cccs3)nc(SCCOc3ccc(Cl)cc3)n2[nH]1,u
CC(=O)c1cccc(NC(=O)C(C)n2c(=O)cc(-c3ccccc3)c3c(C)nn(C)c32)c1 (configuration not stated),-14%
CCN(CC)CCNC(=O)c1ccc2c(=O)n3nc(Nc4cccc(Cl)c4C)sc3nc2c1,-2%
CC(C)c1cc(-c2nc(-c3ccc(Br)cc3)no2)n[nH]1,13µM*
Cc1ccc(Nc2nc(Nc3ccc(C)c(C)c3)nc(N3CCOCC3)n2)cc1C,-2%
COc1ccc(NC(=O)CSc2nc(-c3ccc(OC)cc3)[nH]c2-c2ccc(F)cc2)cc1,-3%
COC(=O)c1ccc(NC(=O)CCc2c(C)nc3c(c(C)nn3-c3ccc(C)cc3)c2C)cc1,-5%
CCNC(=O)c1cnc2sc(N3CCCCCC3)nn2c1=O,5%
COc1ccc(CC(=O)NCC(c2ccc(Cl)cc2)N2CCOCC2)cc1 (configuration not stated),1%
COc1ccc(N2CCN(C(=O)c3cnc(N4CCOCC4)c4ccccc34)CC2)cc1,-5%
Cn1nc(-c2ccccc2)c(-c2ccccc2)c(C(=O)Nc2ccc(S(N)(=O)=O)cc2)c1=O,-8%
COc1ccc(CNC(=O)C2=CC(c3cccc(OC)c3)=NS(=O)(=O)N2C)cc1,-19%
CCN1c2ccccc2-c2nc(SCC(=O)NCc3ccc(C)cc3)ncc2S1(=O)=O,6%
COc1ccc(NC(=O)CN2CCCN(S(=O)(=O)c3ccc(Br)cc3)CC2)c(OC)c1,-8%
Cc1ccc(C(c2c(O)cc(C)n(Cc3ccco3)c2=O)N2CCC(C)CC2)cc1 (configuration not stated),-17%
# (next part)
SMILES,FLuc modulator
COc1cc(Cl)c(NC(=O)c2cc3ccccn3n2)c(OC)c1,u
CCCCNC(=O)C(CC)Sc1nc2ccccc2c(=O)n1Cc1ccco1 (configuration not stated),1%
CCN(Cc1ccccc1)C(=O)c1cn(-c2cccc(OC)c2)c(=O)c2ccccc12,-12%
Cn1c(=O)c2sccc2n2c(CCC(=O)N3CCN(c4ccccc4)CC3)nnc12,-4%
COC(=O)c1cc2sc(Cl)cc2n1Cc1nc(-c2ccccc2F)oc1C,-7%
CCCCOc1ccc(C(=O)NCC(c2ccc(Cl)cc2)N2CCOCC2)cc1 (configuration not stated),0%
CCN(CC)C(=O)c1sc2c(c1C)c(=O)n(-c1ccccc1)c(=O)n2CC(=O)Nc1ccc(C)cc1C,-6%
COc1ccc(Br)cc1CNC(=O)Cn1nc(C)n2c(cc3cc(F)ccc32)c1=O,4%
Cc1ccc(NC(=O)CC(C)S(=O)(=O)c2ccc3c(c2)NC(=O)CO3)cc1Cl (configuration not stated),2%
CCS(=O)(=O)c1ncc(N(Cc2ccccc2)Cc2ccco2)c(C(=O)Nc2cccc(Cl)c2C)n1,0%
CN(c1ccc(Cl)cc1)S(=O)(=O)c1nnc(NC(=O)C2CCCCC2)s1,1%
Cc1ccc(CNC(=O)c2cc3c(=O)n4cccc(C)c4nc3s2)cc1,-1%

# Assay outcomes deposited in PubChem BioAssay by National Center for Advancing Translational Sciences (NCATS).
